# GPR7 antag: blocks human GPR7 receptor signaling. 1.1% of 290,000 active. GPR7-expressing cells, fluorescence antagonist assay. P48145. inhibition, % at 4.4 µM. AID 1861; in the data active = inhibition above about 16%, passing the limit was not always enough;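 note: cells stimulated with the agonist NPW; 0% = agonist with vehicle and 100% = vehicle without agonist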
# NALP1 inh: inhibitors of NALP1 inflammasome in yeast | S. cerevisiae NALP1/ASC/caspase-1 growth, X-gal OD620, 72 h | inhibition, % at 10 µM | 0.61% of 280,000 active; in the data active = inhibition mostly above about 24%, no sharp cut-off; inactive = mostly below about 32%; note: some compounds called inactive have numbers as strong as hits
# OXTR ag: agonists of human oxytocin receptor; 0.32% of 320,000 active; P30559; CHO-OTR cells, Fluo-8 calcium fluorescence; normalized: DMSO 0%, oxytocin 100%; activation, % at 3 µM;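 active = activation above the mean of all tested compounds plus 3 SD, cutoff set per screening run, cut at about 20% in these data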;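 note: peak over basal fluorescence ratio from a 100 s FLIPR kinetic read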
# PHOSPHO1 inh: blocks human PHOSPHO1 phosphatase activity. Q8TCT1. recombinant PHOSPHO1, absorbance phosphatase assay. inhibition, % at 13.3 µM. 1.1% of 290,000 active; in the data active = inhibition above about 60%
# Target sequence (Q8TCT1 whole entry, looked up): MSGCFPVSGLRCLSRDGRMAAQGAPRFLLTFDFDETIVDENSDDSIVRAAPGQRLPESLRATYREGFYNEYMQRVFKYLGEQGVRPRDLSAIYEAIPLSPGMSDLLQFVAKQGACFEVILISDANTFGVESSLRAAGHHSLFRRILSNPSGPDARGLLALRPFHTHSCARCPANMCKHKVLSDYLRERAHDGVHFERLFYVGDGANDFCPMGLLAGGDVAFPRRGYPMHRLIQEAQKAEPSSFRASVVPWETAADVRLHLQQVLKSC
# MEKK2wt PB1 HTS: raises or lowers MEK5 binding to wildtype human MEKK2 PB1 domain; Q9Y2U5; bead flow cytometry, Alexa488-MEK5 binding to MEKK2 WT; actives lie on both sides; binding response (% of control), % at 10 µM; 1.1% of 290,000 active; in the data active = binding response below about 67% or above about 130%
# MEKK3 PB1 HTS: raises or lowers MEK5 binding to the human MEKK3 PB1 domain. Q99759. bead-based flow cytometry, Alexa488-MEK5 binding to MEKK3; actives lie on both sides; 0 = blocked by unlabeled MEK5, 100 = vehicle. binding response (% of control), % at 10 µM. 1.4% of 290,000 active. AID 1529;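 active = binding response more than 3 SD above or below the average of its plate-row segment, actives on both sides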;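 note: Alexa488 bead fluorescence after subtracting the streptavidin-only scavenger bead signal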
# Target sequence (Q99759 whole entry, looked up, the tested form may be a part): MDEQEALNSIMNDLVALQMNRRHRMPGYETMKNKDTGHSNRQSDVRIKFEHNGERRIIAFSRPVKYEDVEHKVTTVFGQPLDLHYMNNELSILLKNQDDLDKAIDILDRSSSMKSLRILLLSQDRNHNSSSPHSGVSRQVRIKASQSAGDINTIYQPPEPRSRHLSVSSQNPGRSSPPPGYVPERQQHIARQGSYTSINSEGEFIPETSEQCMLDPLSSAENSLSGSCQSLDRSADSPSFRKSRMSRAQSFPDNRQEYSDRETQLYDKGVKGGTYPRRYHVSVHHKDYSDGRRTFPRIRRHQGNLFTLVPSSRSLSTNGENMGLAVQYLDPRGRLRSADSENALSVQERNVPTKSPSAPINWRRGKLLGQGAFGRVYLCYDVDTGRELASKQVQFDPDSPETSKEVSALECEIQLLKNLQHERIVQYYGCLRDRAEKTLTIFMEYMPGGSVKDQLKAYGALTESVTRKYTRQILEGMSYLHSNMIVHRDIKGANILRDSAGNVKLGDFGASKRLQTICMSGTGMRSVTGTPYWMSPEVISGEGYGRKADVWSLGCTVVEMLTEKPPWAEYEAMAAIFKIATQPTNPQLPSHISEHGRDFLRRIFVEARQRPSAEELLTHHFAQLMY
# MEKK2mut PB1 HTS: signal of MEK5 binding to mutant human MEKK2 PB1 domain. bead flow cytometry, Alexa488-MEK5 binding to MEKK2 mutant. 0.35% of 290,000 active. percent response, % at 10 µM; in the data active = percent response above about 24%, passing the limit was not always enough; note: inactives centre near 1; some results filed as inactive read as strong as hits; reference of the scale not given here
# M18AAP inhibitor: blocks P. falciparum M18 aspartyl aminopeptidase | 1.2% of 290,000 active | AID 1822 | recombinant PfM18AAP, H-Glu-NHMec fluorogenic cleavage | inhibition, % at 7.35 µM;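 active = inhibition above the campaign mean inhibition over all tested compounds plus 3 SD, cut at about 28% in these data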;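 note: 0% = plate median of test compound wells and 100% = 2 mM ZnCl2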
# FID counter: displaces DNA intercalator in HCV helicase counter-screen; inhibition, % at 7.9 µM; DNA fluorescent intercalator displacement, fluorescence; 0.17% of 290,000 active; in the data active = inhibition above about 37%;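 note: 0% = vehicle and 100% = reference compound; higher means more ethidium bromide displaced from hairpin DNA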
# * = called active by the depositor; · = no result given; [ ] = another dose, or the depositor's remark.
# Start of the listing, in advance (2 entries):
SMILES,GPR7 antag,NALP1 inh,OXTR ag,PHOSPHO1 inh,MEKK2wt PB1 HTS,MEKK3 PB1 HTS,MEKK2mut PB1 HTS,M18AAP inhibitor,FID counter
COc1ccc(C)cc1N(CC(=O)N/N=C/c1ccc2c(c1)OCO2)S(C)(=O)=O,-14,-5,-0.5,50,87,93,-11,1,-24
O=C(Cc1ccccc1)NCCn1ccc2ccccc21,-2,·,-0.4,8,111,105,9,-3,-4

# The list itself, previewed entries included:
SMILES,GPR7 antag,NALP1 inh,OXTR ag,PHOSPHO1 inh,MEKK2wt PB1 HTS,MEKK3 PB1 HTS,MEKK2mut PB1 HTS,M18AAP inhibitor,FID counter
COc1ccc(C)cc1N(CC(=O)N/N=C/c1ccc2c(c1)OCO2)S(C)(=O)=O,-14,-5,-0.5,50,87,93,-11,1,-24
O=C(Cc1ccccc1)NCCn1ccc2ccccc21,-2,·,-0.4,8,111,105,9,-3,-4
Cc1cc(O)c(C(C)C)cc1NC(=O)c1ccccc1Cl,-9,16,1.8,-12,105,105,0,-7,-3
COc1ccccc1CNC(=O)CC1C(=O)NCCN1C1Cc2ccccc2C1 (stereo unspecified),3,10,-0.7,7,104,104,6,8,-24
CN(CCC#N)C(=O)COC(=O)c1ccc2c(c1)C(=O)N(C1CCCCC1)C2=O,7,10,2.0,8,102,98,0,-2,-23
Cc1cc(-c2ccccc2)c2c3c(cn2n1)c(=O)n(C)c(=O)n3C,-14,7,-1.1,30,97,98,-1,-9,-5
O=[N+]([O-])c1cccc(/C=N/NC2=NS(=O)(=O)c3ccccc32)c1,-5,4,0.3,4,109,111,0,6,-3
C[n+]1cccc(C(=O)N/N=C/c2ccc3c(c2)OCO3)c1,10,36,0.4,16,94,91,-8,2,2
COc1c(C(=O)Nc2ccc(Cc3ccncc3)cc2)ccc2ccccc12,5,20,7.6,-7,87,103,15,1,-19
CCOC(=O)COc1cccc2c(=O)n(CC(=O)N3CCC(C)CC3)ccc12,-16,-3,-0.3,32,101,119,17,2,-19
CCOC(=O)CN1C(=O)c2ccccc2C1=O,-15,5,-0.4,-14,97,100,4,-4,3
O=C(CSc1ccccn1)Nc1ccc(Br)cn1,2,16,-1.6,14,98,97,2,-1,-2
COc1cc(CC(=O)Nc2nccs2)cc(OC)c1OC,-9,3,0.3,-8,96,97,-5,1,-9
CCCCC(=O)N1CCN(c2nc3ccc(Cl)cc3s2)CC1,-2,12,5.8,41,105,104,0,-6,-43
O=S(=O)(Nc1cccc(-c2ccc(N3CCCCCC3)nn2)c1)c1cccc(F)c1,6,9,-0.1,16,98,105,2,13,-10
COc1ccc(CCNC(=O)Cn2nc([N+](=O)[O-])c(Br)c2C)cc1OC,2,35,-0.2,2,95,98,-1,0,-4
CC(C)CCn1cnc2c(cnn2-c2ccc(Cl)cc2)c1=O,-11,20,-0.7,-1,102,102,2,0,-5
CN(C)S(=O)(=O)N1CCN(CC(O)COc2ccc(C(=O)c3ccccc3)cc2)CC1 (stereo unspecified),11,7,13,-59,107,105,5,-4,-18
COCCCn1c(=S)[nH]c2c(sc3ccccc32)c1=O,3,14,0.2,-8,81,88,-15,-1,-6
C=CC[n+]1c(C)csc1Nc1ccc(C(=O)O)cc1,-16,-1,2.5,-65,102,102,2,6,0
COc1ccc(S(=O)(=O)N2CCCC(C(=O)NCC3CCCO3)C2)cc1Cl (stereo unspecified),-6,18,0.8,42,105,101,-3,-1,-34
COc1ccc(CN(C(=O)c2cnccn2)C(C(=O)Nc2ccc(F)cc2)c2ccccc2)cc1 (stereo unspecified),-9,2,-0.2,-1,100,105,0,2,-12
COc1ccc(-c2nonc2NC(=O)c2oc3ccccc3c2C)cc1OC,2,32,8.5,31,84,85,-14,3,-24
CC1CN(C(=O)c2cc(F)c(F)cc2Cl)CC(C)O1 (stereo unspecified),5,·,0.8,·,100,100,-1,-10,0
O=C(NCC1CCCO1)C(c1ccco1)N(Cc1ccc(F)cc1)C(=O)CN1C(=O)c2ccccc2S1(=O)=O (stereo unspecified),7,10,3.4,32,97,100,2,7,-46
O=C(NNC(=O)c1cccc(S(=O)(=O)N2CCN(c3ccccc3)CC2)c1)c1ccc(Cl)cc1,-2,28,-3.3,12,88,97,16,-7,-5
CNC(=O)C(Sc1ccccc1)c1ccccc1 (stereo unspecified),2,-4,-1.6,1,104,101,1,-1,2
COc1ccccc1/C=N/Nc1nc(C)c(C(C)=O)s1,1,·,-0.8,·,95,96,-1,3,-19
CCOC(=O)c1cnn(-c2ccccc2)c1-n1cccc1C(=O)C(=O)N(C)C,-7,3,0.5,-26,100,102,-3,-7,-9
COc1ccc(CC(=O)N2CCN=C2SC)cc1,-5,5,0.3,-11,102,99,3,-3,-3
Cc1c(C)n(Cc2ccc(Cl)cc2)c2ccc(C(=O)NCCCN3CCOCC3)cc12,2,18,5.5,11,138*,106,17,-4,10
C=CCNC(=O)c1onc(CSc2ccc(F)c(F)c2)c1C(=O)NCC=C,·,·,-2.4,·,101,101,1,·,·
COc1ccccc1-n1c(SCC(N)=O)nnc1-c1ccc(S(=O)(=O)N2CCCCC2)cc1,39*,0,5.2,11,99,98,0,-8,-26
COc1ccc(C2CC(c3c(O)cc(C)oc3=O)=NCCS2)c(OC)c1 (stereo unspecified),8,8,-0.6,-5,102,104,2,-4,-12
Cc1ccc(NC(=O)CCNS(=O)(=O)c2ccc3c(c2)CCC(=O)N3)cc1F,-2,-3,0.7,70*,103,103,0,0,-3
Cc1ccc(C)c(N2CCN(C(=O)c3ccc(NS(=O)(=O)c4c(C)noc4C)cc3)CC2)c1,-16,6,4.2,13,109,107,1,-1,-34
COc1ccc(CNn2c(C)nc3ccccc3c2=O)cc1,-3,17,1.1,3,95,88,-8,0,-18
COc1ccc2cc(-c3ccccc3)c(=O)oc2c1,1,26,-2.4,15,101,100,-1,1,-20
COc1ccc(OCCC(=O)NCCN2CCOCC2)cc1,2,-2,0.8,28,100,99,0,4,1
O=C(c1cnn2cccnc12)N1CCN(c2ccccc2)CC1,-4,9,0.0,7,106,105,4,-5,0
Cc1ccc(S(=O)(=O)N(C)c2cc(S(N)(=O)=O)c(C)cc2C)cc1,-14,11,0.9,28,98,100,-2,-2,-10
Clc1ccc(CSc2nccn2Cc2ccccc2)cc1,8,14,-1.5,28,95,96,-1,0,-9
O=C(N/N=C/c1ccc(Sc2ccccn2)o1)c1cc2ccccc2cc1O,-6,22,2.7,-10,99,101,3,9,-5
Cc1ccc(NC(=O)COC(=O)[C@H](C)N2C(=O)C3CC=CCC3C2=O)cc1S(=O)(=O)N(C)C (stereo partly specified),1,2,0.1,28,99,102,-5,-7,-18
O=C(c1ccc(F)cc1)c1cc2ccc(O)cc2oc1=O,-14,-12,3.5,33,103,100,3,7,-2
O=C(N/C=C\c1ccccc1)NCc1ccc(Cl)cc1,-2,10,0.0,39,95,97,-3,-2,-3
COc1cc(C(=O)Nc2nnc(CC(=O)NCc3ccccc3)s2)cc(OC)c1OC,-15,-1,0.3,48,98,102,-1,5,-30
COc1ccccc1NS(=O)(=O)c1ccc(-c2cnc(C3CC3)o2)cc1,15,5,6.1,32,94,95,-2,-13,-28
O=C(NC(=S)Nc1ccccc1N1CCCC1)c1cccc(F)c1,6,4,-1.9,-109,106,115,-6,-6,-7
Cn1c(SCCOc2ccc(F)cc2)nnc1-c1ccncc1,-9,·,0.8,38,92,100,-2,-1,-7

# In the list so far, these have a furan ring, fused or not.
SMILES,GPR7 antag,NALP1 inh,OXTR ag,PHOSPHO1 inh,MEKK2wt PB1 HTS,MEKK3 PB1 HTS,MEKK2mut PB1 HTS,M18AAP inhibitor,FID counter
COc1ccc(-c2nonc2NC(=O)c2oc3ccccc3c2C)cc1OC,2,32,8.5,31,84,85,-14,3,-24
O=C(NCC1CCCO1)C(c1ccco1)N(Cc1ccc(F)cc1)C(=O)CN1C(=O)c2ccccc2S1(=O)=O (stereo unspecified),7,10,3.4,32,97,100,2,7,-46
O=C(N/N=C/c1ccc(Sc2ccccn2)o1)c1cc2ccccc2cc1O,-6,22,2.7,-10,99,101,3,9,-5

# Continuation.
SMILES,GPR7 antag,NALP1 inh,OXTR ag,PHOSPHO1 inh,MEKK2wt PB1 HTS,MEKK3 PB1 HTS,MEKK2mut PB1 HTS,M18AAP inhibitor,FID counter
Cc1ccc2[nH]c(CNC(=O)c3ccccc3F)cc2c1,-13,8,0.5,30,115,107,12,-2,-10
CCN1C(=O)N[C@H](c2ccccc2)C(C(C)=O)=C1C,·,·,-0.6,·,95,101,-5,·,·
Fc1cnc(Cl)nc1NC1CCCCC1,-4,-5,-0.3,5,100,98,5,2,-7
Cc1ccnc(NC(=O)COc2c(C)cc(C)cc2[N+](=O)[O-])c1,-2,30,0.3,-3,99,101,0,2,-3
Cc1cccc(-c2noc(CN(C(=O)C(c3ccccc3)c3ccccc3)C(C)C)n2)c1,-6,21,1.4,11,105,112,3,-2,-7
O=C(COc1ccccc1)NNC1=NS(=O)(=O)c2ccccc21,-17,17,0.8,12,103,108,1,24,-3
O=C(COc1cccc2cccnc12)Nc1nccs1,-8,-20,-1.5,32,95,97,-7,-4,-6
COc1ccccc1Nc1nc(N)nc(CSCCO)n1,0,27,0.4,28,104,102,4,-2,-2
COc1ccc(-c2ccc(-c3nnc(Cc4ccc(OC)c(OC)c4)o3)cc2)cc1,8,18,0.4,18,97,98,0,5,-2
CCN(c1ccccc1)S(=O)(=O)c1cc(C(=O)Nc2ccccc2Cl)ccc1F,-6,38,0.8,-15,100,66*[inhibitor],1,-1,-20

# An excerpt from above, showing only MEKK2wt PB1 HTS:
Molecule,MEKK2wt PB1 HTS
Cc1cc(-c2ccccc2)c2c3c(cn2n1)c(=O)n(C)c(=O)n3C,97
O=[N+]([O-])c1cccc(/C=N/NC2=NS(=O)(=O)c3ccccc32)c1,109
C[n+]1cccc(C(=O)N/N=C/c2ccc3c(c2)OCO3)c1,94
COc1c(C(=O)Nc2ccc(Cc3ccncc3)cc2)ccc2ccccc12,87
CCOC(=O)COc1cccc2c(=O)n(CC(=O)N3CCC(C)CC3)ccc12,101
CCOC(=O)CN1C(=O)c2ccccc2C1=O,97
O=C(CSc1ccccn1)Nc1ccc(Br)cn1,98

# Later entries:
SMILES,GPR7 antag,NALP1 inh,OXTR ag,PHOSPHO1 inh,MEKK2wt PB1 HTS,MEKK3 PB1 HTS,MEKK2mut PB1 HTS,M18AAP inhibitor,FID counter
O=C(NCc1ccc2c(c1)OCO2)C(=O)NCC1OCCN1S(=O)(=O)c1ccc(Br)cc1 (stereo unspecified),29*,6,5.2,48,100,97,4,1,-35
CCOC(=O)c1c(C)c2c(n1C)CCC/C2=N\O,-21,-1,-2.8,9,105,105,4,-6,-1
NC(=O)c1cnn2c1NC(c1ccc(F)cc1)CC2C(F)(F)F (stereo unspecified),-5,15,0.0,-6,105,110,3,4,-1
CCCNC(=O)CN1C(=O)NC(Cc2c[nH]c3ccccc23)C1=O (stereo unspecified),1,17,-0.2,17,99,102,1,-3,1
O=C(CCS(=O)(=O)Cc1ccc(Cl)cc1)NCCCN1CCN(c2ccccc2F)CC1,12,-8,4.3,-7,112,94,3,3,20
CC1=C(C(=O)Nc2cccnc2)C(c2ccncc2)n2nnnc2N1 (stereo unspecified),2,·,1.3,·,108,71,-1,-5,0
COc1ccc(CCNC(=O)c2nnc(CS(=O)(=O)c3ccccc3)o2)cc1OC,-11,-16,-0.5,15,100,100,3,-1,-26
CCC1SC(N)=NC1=O (stereo unspecified),-3,14,1.0,5,92,85,-10,1,-1
O=C(N=C1SC2CS(=O)(=O)CC2N1Cc1ccc(Cl)cc1)C1CC1 (stereo unspecified),-5,-2,-0.6,22,100,104,6,3,-29
COc1cc(/C=N/NC(=O)c2cn(-c3cccc(C)n3)cn2)ccc1O,3,-24,0.9,16,102,103,-3,6,-17

# Look-ups from above.
# O=C(CCS(=O)(=O)Cc1ccc(Cl)cc1)NCCCN1CCN(c2ccccc2F)CC1 – MEKK2wt PB1 HTS: 112
# CCCNC(=O)CN1C(=O)NC(Cc2c[nH]c3ccccc23)C1=O (stereo unspecified) – GPR7 antag: 1
